High-throughput results from PubChem BioAssay.
D2 antagonist = antagonists of human D2 dopamine receptor; P14416; inhibition, % at 10 µM; HEK293 TREx D2 cells, calcium flux, dopamine EC80; actives 2% (n = 340,000); in the data active = inhibition above about 30%; also: 0% is about no effect
Target sequence (P14416 whole entry, looked up): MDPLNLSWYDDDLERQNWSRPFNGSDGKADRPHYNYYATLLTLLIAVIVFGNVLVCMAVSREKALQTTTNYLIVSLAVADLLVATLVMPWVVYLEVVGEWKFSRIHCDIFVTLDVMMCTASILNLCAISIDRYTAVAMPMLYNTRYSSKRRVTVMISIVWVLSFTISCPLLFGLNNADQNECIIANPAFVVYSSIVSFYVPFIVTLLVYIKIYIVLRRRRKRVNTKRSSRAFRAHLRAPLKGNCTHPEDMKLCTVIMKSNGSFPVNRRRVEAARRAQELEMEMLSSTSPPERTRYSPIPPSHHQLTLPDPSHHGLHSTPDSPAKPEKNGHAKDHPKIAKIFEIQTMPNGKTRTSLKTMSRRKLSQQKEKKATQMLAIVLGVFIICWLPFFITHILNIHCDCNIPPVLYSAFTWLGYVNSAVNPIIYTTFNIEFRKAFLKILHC
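Tetracycline-induced HEK293 TREx cells expressing D2 receptor forced-coupled to calcium signalling, loaded with no-wash calcium dye. Compounds added and calcium flux read 180 s, then dopamine added at EC80 and read a further 180 s.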
D2 ag = activates the human D2 dopamine receptor | P14416 | HEK293 T-REx D2 cells, calcium flux agonist mode | activation, % at 2 µM | actives 0.53% (n = 340,000);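 active = activation over 3 SD above normal in the single-dose calcium agonist read, cut at about 30% in these data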; also: 0% is about no effect
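Agonism is scored from calcium flux in a force-coupled, inducible HEK293 cell line expressing D2, read kinetically for 180 s after compound addition against dopamine controls.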
RXFP1 antag = RXFP1 (human) relaxin receptor antagonism | actives 0.59% (n = 350,000) | HEK293-RXFP1, relaxin-stimulated cAMP HTRF, 30 min; active compounds read low | activity change, negative = inhibition, % at 57.5 µM | AID 1259400 | Q9HBX9;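 active = activity change of -60% or lower, but not beyond a set lower limit; inconclusive = change between -60% and -40%, or beyond the set limit; inactive = change above -40%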; also: % is scaled to controls: 0 for no effect and ±100 for the full control effect
D2 potentiator = D2 dopamine receptor (human) potentiation | actives 0.34% (n = 340,000) | HEK293 T-REx D2, calcium flux, EC20 dopamine potentiation | P14416 | potentiation, % at 10 µM;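 active = potentiation over 3 SD above the plate norm, cut at about 30% in these data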; also: 0% is about no effect
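Calcium flux readout, no-wash dye, 1 read/s. Inducible HEK293 Trex D2 line, overnight 30 C. Compound alone 180 s (agonist flags), then EC20 dopamine, another 180 s to score potentiation.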
D1 antag = blocks dopamine activation of the human D1 receptor; AID 504652; activity change, negative = inhibition, % at 10 µM; actives 3.2% (n = 360,000); P21728; HEK293 TREx D1 cells, calcium flux, dopamine EC80; active compounds read low; in the data active = activity change below about -30%; also: % is scaled to controls: 0 for no effect and ±100 for the full control effect
Target sequence (P21728 whole entry, looked up): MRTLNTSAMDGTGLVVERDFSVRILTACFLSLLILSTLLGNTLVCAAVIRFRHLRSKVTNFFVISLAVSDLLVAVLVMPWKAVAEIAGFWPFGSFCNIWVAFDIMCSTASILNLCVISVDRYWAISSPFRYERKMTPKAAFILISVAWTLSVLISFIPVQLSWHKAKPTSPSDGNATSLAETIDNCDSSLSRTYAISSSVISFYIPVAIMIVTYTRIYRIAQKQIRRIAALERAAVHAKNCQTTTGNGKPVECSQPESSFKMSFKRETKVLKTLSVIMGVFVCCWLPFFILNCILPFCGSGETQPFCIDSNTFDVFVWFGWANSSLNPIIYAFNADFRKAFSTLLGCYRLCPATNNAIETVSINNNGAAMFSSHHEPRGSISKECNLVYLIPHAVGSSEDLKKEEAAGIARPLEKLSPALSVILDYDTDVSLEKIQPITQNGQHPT
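After overnight tetracycline induction at 30 C, force-coupled D1 HEK293 cells took up a no-wash calcium dye at room temperature. Compounds were added and monitored 180 s, and the response to EC80 dopamine was then recorded.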
D1 ag = agonists of human D1 dopamine receptor | P21728 | HEK293 T-REx D1 cells, calcium flux, agonist mode | activation, % at 2 µM | actives 1% (n = 360,000) | AID 504660; in the data active = activation above about 30%; also: 0% is about no effect
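Agonism was scored from calcium flux recorded over 180 s (1 read/s) after pintool compound addition, following a 10-cycle baseline. Cells were inducible force-coupled HEK293 TREx D1, plated overnight at 30 C and loaded with no-wash calcium dye.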
RXFP1 agonist = activates the human relaxin receptor RXFP1; Q9HBX9; HEK293T-RXFP1 cAMP TR-FRET, 30 min; response scale: percent of porcine relaxin response, buffer zero; Potency, µM (highest dose often 57.5 µM), for inactives: at the highest dose activation, hits mostly activators; actives 0.3% (n = 370,000); active = well fitted activation curve with a large enough effect; inconclusive = small, poorly fitted or top-dose-only effect; also: potency is read from the fitted curve at half-maximal effect; % is scaled to controls: 0 for no effect and ±100 for the full control effect; nearly all actives have a fitted effect of over 60% in size; many of its hits are not listed in these tables
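cAMP rise read by TR-FRET after 30 min, 37C compound exposure (up to 58 uM) in RXFP1-transfected HEK293 cells with Ro 20174 present. EC50 from Hill-equation fits, with 29 nM porcine relaxin as 100% and buffer as basal.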
D1 potentiator = enhances dopamine response at the human D1 receptor. P21728. HEK293 TREx D1 cells, calcium flux, dopamine EC20 potentiation. potentiation, % at 10 µM. actives 0.036% (n = 360,000); in the data active = potentiation above about 30%; also: 0% is about no effect
TRHR PAM = allosteric enhancers of human TRH receptor. P34981. TRHR cells, fluo-8 calcium fluorescence, EC20 TRH enhancement. enhancement, % at 2 µM. actives 0.66% (n = 360,000). AID 493056; in the data active = enhancement above about 30%; also: 0% is about no effect
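Enhancer read-out: after compound pinning and an initial kinetic agonist-mode read, an EC20 of TRH (10 nM final) was injected and fluo-8 calcium signal (Ex 480/Em 530) followed at 1 s/cycle for 100 cycles in TRHR-expressing cells.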
Starred values were filed as active, the others as inactive; ? = inconclusive; nt = not tested or not shown. These rows are one share of the data, so the mix of outcomes need not match the whole.

Results follow in this order: D2 antagonist	D2 ag	RXFP1 antag	D2 potentiator	D1 antag	D1 ag	RXFP1 agonist	D1 potentiator	TRHR PAM
CN(C)c1ccc(S(=O)(=O)N2CCCCC2)cc1NC(=O)CCNC(=O)c1ccc(Cl)cc1
→ 1	-0.3	0	-6	-12	0	1.3%	5	1
CCC(=O)N1CC2(CC(c3cccc(NC(=O)COc4ccc(Cl)cc4)c3)=NO2)C[C@@H]1C(N)=O (stereo partly drawn)
→ -4	-0.4	nt	6	-53*	3	9.8%	6	0
O=C(CCCCCCCC(=O)NNC(=O)Nc1ccccc1)NNC(=O)Nc1ccccc1
→ -13	-1.4	-18	14	-7	3	-0.5%	-4	6
C=CCOC(=O)C1=C(C)NC(=O)NC1c1ccc2c(c1)OCO2 (stereo not drawn)
→ 16	-1.9	13	5	13	5	-2.8%	2	2
CCc1noc(C)c1C(=O)N(CC(C)C)c1c(N)n(Cc2ccccc2)c(=O)[nH]c1=O
→ 0	0.6	0	-5	-6	2	0.7%	-1	11
CCc1ccccc1OCC(=O)Nc1ccc(S(N)(=O)=O)cc1
→ -27	-0.6	31	8	-6	1	2.1%	1	-2
CN(C(=O)CSc1cn(CC(=O)N2CCCC2)c2ccccc12)c1ccccc1
→ nt	-0.5	-17	-5	-1	1	5.4%	0	1
CC(C(=O)NCc1ccccc1)N1C(=O)C2CC=C(Cl)CC2C1=O (stereo not drawn)
→ 12	-0.8	-2	21	6	4	-1.6%	0	5
COc1ccc(C)cc1NC(=O)N1CCC(CN2CCOCC2)CC1
→ nt	1.0	-7	2	8	-1	-1.3%	4	1
COc1ccc(CCC(=O)OC(C)C(=O)c2ccc(C)cc2)cc1 (stereo not drawn)
→ 6	-1.0	-33	-4	-36*	10	3.0%	-6	-3
O=C(CCCN1C(=O)/C(=C/c2cccs2)SC1=S)Nc1cccc(O)c1
→ 5	0.5	-30	3	-4	3	0.6%	-1	0
CC(C)CCN1CCN(Cc2cccn2-c2ccc(Cl)cn2)CC1CCO (stereo not drawn)
→ -4	-1.0	-6	2	-3	0	-1.6%	2	-2
Cc1cccc(N/N=C/c2ccncc2)c1
→ 0	-1.4	-9	1	-9	2	0.0%	-2	6
Fc1cccc(NC(=S)NCCc2ccccc2)c1
→ -8	-0.5	1	-22	-38*	19	0.7%	-8	-4
OCC[C@H]1C[C@@H](O)[C@H](O)[C@]2(CCc3ccccc3CO2)O1
→ -19	-0.2	nt	10	6	1	0.4%	-6	-2
Nc1nc(SCC(=O)Nc2cc(C(F)(F)F)ccc2N2CCOCC2)n[nH]1
→ -11	3.0	2	7	-10	0	0.3%	-8	0
COc1cccc(-c2cc(C(=O)Nc3ccc(OC)c(OC)c3)no2)c1
→ -7	-0.9	-6	8	8	3	1.5%	4	2
CCCC(=O)OCCNc1cc(SCc2ccco2)c2nonc2c1[N+](=O)[O-]
→ -16	-0.1	?	-1	17	2	0.8%	-1	7
CCOc1ccc(NC(=O)CN2CCN(CC(=O)Nc3ccc(N(CC)CC)cc3)CC2)cc1
→ nt	-0.1	-5	-3	-13	2	2.7%	-1	-2
CC(OC(=O)c1ccc(NC(=O)CC#N)cc1)C(=O)NCCC1=CCCCC1 (stereo not drawn)
→ 38*	0.1	-8	-3	-1	2	1.4%	-2	-5
Cc1cccc(NC(=O)CCNC(=O)c2ccco2)c1
→ 16	-1.6	1	-6	-23	2	1.7%	-13	-10
O=C(Nc1ccc(F)c(F)c1)c1ccccc1
→ 13	0.2	nt	-5	13	1	0.3%	1	-8
COc1cc(-c2ccc(NC(=O)CN3CCC(C)CC3)c(OC)c2)ccc1NC(=O)CN1CCC(C)CC1
→ -4	-0.5	9	3	28	2	1.2%	-4	4
COc1ccc(OC(=O)c2c(C)nn(-c3ccccc3)c2C)cc1
→ 6	-0.5	-16	5	9	7	1.1%	1	-4
COc1cccc(NC(=O)CCc2nnc3ccc(NCc4ccco4)nn23)c1
→ 0	-0.4	22	5	-3	3	0.9%	-4	9
Fc1ccc2nc3[nH]c4ccccc4c3nc2c1
→ -19	0.2	-6	-5	0	1	4.1%	-1	-3
O=[N+]([O-])c1ccc(N2CCCC2)cc1NCc1ccccc1
→ -16	0.9	-17	0	28	1	2.1%	-14	-7
C=CCn1c(SCc2cc(=O)n3ccsc3n2)nc2sc(C)c(C)c2c1=O
→ -2	0.1	-27	36*	4	1	2.1%	-10	3
Cc1ccc(CNc2oc(C)nc2C#N)cc1
→ -4	-0.3	4	10	-25	0	-1.3%	-2	-9
O=C(NC(=S)Nc1cc(S(=O)(=O)N2CCOCC2)ccc1N1CCOCC1)C1CCCC1
→ 3	0.2	nt	4	-18	8	-0.6%	1	3
O=C(CSc1ncccc1C(=O)O)NC12CC3CC(CC(C3)C1)C2
→ -42	0.4	-14	2	28	-1	-0.2%	1	-1
Cc1cc(Cl)ccc1NC(=S)NCCCO
→ -4	0.6	-4	11	20	3	0.8%	0	6
O=C(c1ccc(OC2CCN(CCc3ccccc3)CC2)cc1)N1CCCC(CCCO)C1 (stereo not drawn)
→ -18	-0.5	33	-10	-19	11	1.6%	-12	1
CCCc1nnc(NC(=O)c2cc(=O)c3cc(Cl)ccc3o2)s1
→ nt	nt	-5	-3	-1	0	0.8%	0	0
COc1ccc(C2=CC(=O)C[C@H](c3ccc(OC)c(OC)c3)C2)cn1
→ -11	0.7	nt	-3	-27	1	0.3%	-2	-6
O=C(NCCc1ccccc1)c1ccc(Cn2c(SCc3ccc(F)cc3)nc3cccnc32)cc1
→ nt	2.8	19	2	11	9	8.7%	-2	-4
NNC(=O)c1csc(COc2cc(Cl)cc(Cl)c2)n1
→ 10	0.2	-12	1	-12	12	6.6%	-6	10
NS(=O)(=O)c1ccc(S(=O)(=O)NCCc2ccccc2)cc1
→ -4	1.1	5	0	-14	2	-0.4%	0	10
Cc1ccc(OCCCCN2CCCC(C)C2)c([N+](=O)[O-])c1 (stereo not drawn)
→ 91*	-0.8	-3	-30	nt	3	2.4%	-12	7
CSc1nsc(SCC(=O)Nc2ccccc2C(=O)O)n1
→ -12	-0.1	-37	-2	-1	1	0.3%	-8	-2
Cc1cc(C)n(CC(=O)NCCC2=CCCCC2)n1
→ -22	0.9	-5	-5	13	0	3.5%	-1	-2
O=C(C1=C(O)C(=O)N(CCCn2ccnc2)C1c1cccc(Br)c1)c1ccco1 (stereo not drawn)
→ 14	-0.1	10	3	16	2	?	-2	-17
CC(=O)c1cc(C(=O)N2CCc3c([nH]c4ccccc34)C2CC(C)C)[nH]n1 (stereo not drawn)
→ -7	-0.1	4	-6	-27	0	0.2%	2	4
COc1ccc(N2CCN(C(=O)CSc3ncccc3-c3nc4ccccc4[nH]3)CC2)cc1
→ 3	-1.2	-6	-23	-16	0	4.8%	-4	-2
COCC(=O)Nc1nnc(CCc2ccccc2)s1
→ 1	-0.4	-2	3	-1	4	1.5%	-5	-1
C=CCSc1nc(N)c(C#N)c(-c2ccc(C)cc2)c1C#N
→ -9	2.1	-21	19	-4	2	-0.2%	-5	38*
COc1ccc(/C=C/C(=O)NCCN2CCOCC2)cc1OC
→ -16	-1.5	-4	1	9	2	-0.2%	-5	2
O=Nc1c(O)n(Cc2ccccc2)c2ccccc12
→ 8	-1.4	17	3	13	2	6.2%	25	-4
O=C(NCCS(=O)(=O)NCCc1ccccc1)c1ccc2c(c1)OCO2
→ -12	-0.2	-8	8	-2	-1	0.4%	-3	-1
CCc1ccccc1OCC(=O)Nc1ccc(F)c(S(=O)(=O)N2CCOCC2)c1
→ 10	0.5	-22	0	1	9	-0.3%	-9	-3
Cc1ccc(OC(=S)Nc2ccc(F)cc2)cc1
→ 10	0.2	-14	-10	6	1	-1.9%	4	3
O=C(CSc1nc2ccccc2c(=O)n1Cc1ccco1)N1CCCC1
→ 16	-0.3	-6	-6	2	3	3.3%	-3	-2
COc1cccc(N2CCN(S(=O)(=O)c3ccc4ccccc4c3)CC2)c1
→ nt	nt	-10	nt	-22	8	-1.7%	-4	3
COc1ccc(N2C(=O)CC(N3CCN(S(=O)(=O)c4cc(C)ccc4C)CC3)C2=O)cc1 (stereo not drawn)
→ -10	0.3	7	4	6	1	1.5%	-3	1
O=C(CC1SC(N2CCCCC2)=NC1=O)Nc1ccc(C(=O)O)cc1 (stereo not drawn)
→ -13	0.0	12	-11	6	2	-0.2%	-5	6
O=C(CSc1nnc(-c2ccc(Br)cc2)o1)Nc1cccc2ccccc12
→ 21	0.7	-1	-7	-8	1	1.0%	-10	-9
O=C(O)c1ccc(/C=N/Nc2ccc(F)cc2F)cc1
→ -2	2.9	-14	12	8	4	1.3%	20	0
Cc1cc(C(=O)O)ccc1-c1ccc(CO)o1
→ 3	-0.7	6	12	11	3	6.3%	6	-1
O=C(COC(=O)c1ccc(O)cc1)Nc1cc(C(F)(F)F)ccc1N1CCOCC1
→ 20	1.0	5	9	-16	10	-0.6%	-9	-2
CCCCOC(=O)c1ccc(NC(=O)c2nn(C)cc2Br)cc1
→ -23	-0.9	-6	-1	-21	19	0.6%	-10	8

Molecules listed so far containing a thiophene ring, fused or not:
Results follow in this order: D2 antagonist	D2 ag	RXFP1 antag	D2 potentiator	D1 antag	D1 ag	RXFP1 agonist	D1 potentiator	TRHR PAM
O=C(CCCN1C(=O)/C(=C/c2cccs2)SC1=S)Nc1cccc(O)c1
→ 5	0.5	-30	3	-4	3	0.6%	-1	0
C=CCn1c(SCc2cc(=O)n3ccsc3n2)nc2sc(C)c(C)c2c1=O
→ -2	0.1	-27	36*	4	1	2.1%	-10	3

Next section:
Results follow in this order: D2 antagonist	D2 ag	RXFP1 antag	D2 potentiator	D1 antag	D1 ag	RXFP1 agonist	D1 potentiator	TRHR PAM
Cc1ccc(OCCNC(=O)c2ccco2)cc1C
→ 21	0.7	-5	-14	2	2	0.4%	-2	0
COc1ccc(C(CNC(=O)COc2cc(C)cc(C)c2)N2CCCCC2)cc1 (stereo not drawn)
→ nt	-0.8	-18	-20	1	1	0.1%	2	-2
CCOc1ccc(C(=O)NCCCn2ccnc2)cc1
→ 1	0.5	-2	-7	1	0	0.1%	-2	-2
Cc1cccc(NC(=O)C2CCN(S(=O)(=O)c3cccc4cccnc34)CC2)n1
→ 1	0.4	nt	4	6	5	-0.4%	3	2
CCC1Oc2ccccc2N(CC(=O)NCc2cc(OC)ccc2OC)C1=O (stereo not drawn)
→ nt	0.6	-6	-2	-7	-3	-0.7%	-1	-9
CN(C)S(=O)(=O)c1ccc(N2CCCC2)c(C(=O)N2CCN(c3ccc([N+](=O)[O-])cc3)CC2)c1
→ -2	0.5	-6	0	7	-3	2.5%	5	-4
C=CCNC(=O)c1cc2nc(C3CC3)cc(C(F)F)n2n1
→ -7	-0.3	-8	9	5	0	0.0%	-3	14
